High-throughput results as filed in PubChem BioAssay.
DYRK1A inh: Dyrk1A (rat) kinase inhibition | AID 504441 | Q63470 | inhibition, % at 12.5 µM | 0.43% of 310,000 active | ADP-Glo luminescence, NFATc1 peptide; in the data active = inhibition above about 50%;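 note: plate controls were vehicle with enzyme for no effect and no enzyme for full effect; many of its hits are not listed in these tables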
ANO1 activ: activators or potentiators of mouse TMEM16A chloride channel. HEK293 TMEM16A/YFP-H148Q/I152L, iodide quench fluorescence; active compounds read low. B-score at 10 µM. 0.3% of 340,000 active. AID 623877;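 active = fluorescence-ratio B-score plate-corrected deviation score at least 3 library SD below zero, with starting fluorescence score within 5 deviations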;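 note: channel opened by trigger with iodide after compound preincubation; score built on the fluorescence ratio of max minus min over baseline; more negative score means more quench and so TMEM16A activation or potentiation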
KCNK3 block: human KCNK3 channel inhibition, primary screen; O14649; CHO-KCNK3 thallium flux, FluxOR fluorescence; active compounds read low; B-score at 10 µM; 0.84% of 340,000 active;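 active = B-score under library mean minus 4 SD, starting fluorescence ratio at most library mean plus 5 SD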;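 note: more negative B-score means stronger inhibition of thallium flux through KCNK3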
Target sequence (O14649 whole entry, looked up): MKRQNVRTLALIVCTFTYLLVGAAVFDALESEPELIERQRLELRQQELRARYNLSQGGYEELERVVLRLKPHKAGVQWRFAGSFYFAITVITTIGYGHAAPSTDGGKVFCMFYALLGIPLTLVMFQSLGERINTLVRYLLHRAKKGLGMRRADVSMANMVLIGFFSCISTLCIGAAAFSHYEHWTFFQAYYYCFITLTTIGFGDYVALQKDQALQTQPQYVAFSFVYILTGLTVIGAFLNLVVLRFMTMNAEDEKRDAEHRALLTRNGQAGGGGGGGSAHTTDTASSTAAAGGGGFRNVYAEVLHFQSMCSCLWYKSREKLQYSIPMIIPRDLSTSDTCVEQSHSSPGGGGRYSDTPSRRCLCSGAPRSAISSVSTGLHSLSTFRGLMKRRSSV
Starred values were filed as active, the others as inactive; i = inactive. Not all compounds are listed. The share of hits here may be higher or lower than overall.

DYRK1A inh	ANO1 activ	KCNK3 block	compound
-2	i	i	CC1CN(Cc2ccccc2)C(=S)NC1=O (stereo not given)
0	i	i	Cc1cc(Br)ccc1Nc1nc(N)nc(N)c1N=O
-5	i	i	CN1C(CCl)Nc2cc(Cl)c(S(N)(=O)=O)cc2S1(=O)=O (stereo not given)
-1	i	i	Nc1ncnc2c1cnn2C1CC(O)C(CO)O1 (stereo not given)
-2	i	i	CCN(CC(=O)Nc1ccc(NC(C)=O)cc1)C(=O)c1ccc(S(=O)(=O)N2CCCC2)cc1
2	i	i	O=C(O)c1cc(=O)c2c(OCC(O)COc3cccc4oc(C(=O)O)cc(=O)c34)cccc2o1
-3	i	i	CCOC(=O)C1Oc2ccccc2C(c2cccc3ccccc23)=C1C(=O)OC (stereo not given)
3	i	i	Cn1c(=O)c2[nH]c(N=NN3CCCCC3)nc2n(C)c1=O
1	i	i	O=C(c1cccc(NS(=O)(=O)c2ccc(Br)cc2)c1)N1CCN(c2ccccc2O)CC1
5	i	i	CN(C)S(=O)(=O)c1ccc(NC(=O)Cn2nc(-c3ccc4c(c3)OCCO4)ccc2=O)cc1
2	i	i	O=C1OC(c2cc(Br)c(O)c(Br)c2)c2ccccc21 (stereo not given)
1	i	i	CCCSc1ncnc2[nH]ncc12
11	i	i	CCCCn1c(N)c(N(CCC(C)C)C(=O)COC(=O)c2ccc3ccccc3c2)c(=O)[nH]c1=O
-2	i	i	O=C(NCCc1ccc2c(c1)OCCO2)c1cc(S(=O)(=O)N2CCCC2)ccc1Br
3	i	i	Cc1cn(CC(C)C)c(=O)n(-c2ccccc2)c1=O
69*	i	i	C[N+](C)(CCOc1ccccc1)Cc1ccccc1
6	i	i	Cc1cc(Cl)ccc1OCC(=O)OCC(=O)NCCNC(=O)COC(=O)COc1ccc(Cl)cc1C
-1	i	i	O=C(Cc1ccc(F)cc1)N[C@@H]1c2ccccc2CC[C@@H]1O
-4	i	i	COc1cc(OC)nc(Oc2ccccc2C=O)n1
0	i	i	NC(CCC(=O)NC(CS)C(=O)NCC(=O)O)C(=O)O (stereo not given)
-1	i	i	COC(=O)[C@@]1(Cc2ccccc2)[C@H]2C(=O)N(C)C(=O)[C@H]2[C@H]2CN=C(SC)N21
-4	i	i	COc1ccc(C(=O)COC(=O)CN2C(=O)NC3(CC(C)CC(C)(C)C3)C2=O)c(OC)c1 (stereo not given)
-6	i	i	CC(C)(CC1(C)NC(=O)NC1=O)OCc1ccccc1 (stereo not given)
-5	i	i	CC(C)Sc1nc(N)nc2c1ncn2C1OC(CO)C(O)C1O (stereo not given)
3	i	i	Cc1ccc(S(=O)(=O)N2CCN(C(=O)CN3CCN(c4ccc(O)cc4)CC3)CC2)cc1
1	i	i	Cc1ccc2c(CC(=O)N3CCN(S(=O)(=O)c4ccccc4)CC3)coc2c1
-1	i	i	O=C(c1ccc(CNc2c(NC3CCCCC3)c(=O)c2=O)cc1)N1CCc2ccccc21
33	i	i	CN(C)CCNC(=O)c1cccc2nc3c(ccc4ccccc43)nc12
4	i	i	O=S(=O)(CS(=O)(=O)c1ccccc1)c1ccccc1
11	i	i	O=[N+]([O-])c1cccc(C=NNc2ccc3ccccc3n2)c1O
0	i	i	CC(C)CC(NC(=O)OCc1ccccc1)C(=O)NC(Cc1ccccc1)C(=O)CCl (stereo not given)
-8	i	i	O=C(COC(=O)C12CC3CC(CC(O)(C3)C1)C2)Nc1ccc(OC(F)F)cc1
5	i	i	O=C(Nc1ccc(C(=O)N2CCCC2)cc1)C1CCCCC1
1	i	i	O=c1c2ccccc2sc2nc(CCl)nn12
3	i	i	CC1CCCN(S(=O)(=O)c2cc(C(=O)NCCc3ccc(S(N)(=O)=O)cc3)ccc2Cl)C1 (stereo not given)
1	i	i	O=[N+]([O-])c1ccc(Nc2cccc3c2[nH]c2c(-c4ccccc4)nccc23)c([N+](=O)[O-])c1
6	i	i	CC1CC(=O)C(C(C2=C(O)CC(C)CC2=O)c2ccccc2)=C(O)C1 (stereo not given)
0	i	i	Cc1nc2c(Br)cc(Br)cc2c(=O)n1-c1ccccc1NC1OCC(O)C(O)C1O (stereo not given)
1	i	i	COc1ccccc1-c1sc2cc3c(cc2c1-c1ccc(OCCN2CCOCC2)cc1)OCO3
14	i	i	NC(=O)C1(Nc2ccc(Br)cc2)CCCC1
8	i	i	COc1ccc(Cl)cc1NC(=O)CN(C)C1CCS(=O)(=O)C1 (stereo not given)
3	i	i	O=C(OCC1OC(n2ccc(=O)[nH]c2=O)C2OC12)c1ccccc1 (stereo not given)
6	i	i	OC(CNc1ccnc2cc(Cl)ccc12)CNC1CCCCC1 (stereo not given)
0	i	i	CCCn1c(N)c(C(=O)CSc2ncnc3sccc23)c(=O)n(C)c1=O
19	i	i	NC1=C(Br)C(=O)c2ncccc2C1=O
-6	i	i	O=C1CC(c2ccc(Cl)cc2)Oc2ccc(Cl)cc21 (stereo not given)
-2	i	i	O=[N+]([O-])c1ccc(N=Nc2ccc(O)c3ccccc23)cc1
11	i	i	O=C(CN1CCN(S(=O)(=O)c2ccc(Cl)c(C(F)(F)F)c2)CC1)NC(=O)NC1CCCCC1
-2	i	i	CCCNC(=O)Cn1c(=O)/c(=C/c2ccc(-c3ccc([N+](=O)[O-])cc3)o2)s/c1=C\C(=O)C(C)(C)C
-6	i	i	CC(=O)N1CCN(C(=O)c2cc(S(=O)(=O)N3CCN(c4ccccc4)CC3)ccc2Cl)CC1

(cont.)
DYRK1A inh	ANO1 activ	KCNK3 block	compound
22	i	i	C=CC(=O)Nc1ccc(N(C)c2ccnc(Nc3ccc(N4CCN(C)CC4)cc3)n2)cc1
-1	i	i	O=S(=O)(Nc1ccc(NS(=O)(=O)c2ccccc2)c(Cl)c1)c1ccccc1
9	i	i	Cc1ccc(C(=O)C2CC2)c(C)c1
-1	i	i	O=C(NCc1ccco1)c1ccc(S(=O)(=O)N2CCCCCC2)cc1
-5	i	i	Cc1cc(=O)oc2cc(OCC(=O)Nc3ccc(F)cc3F)ccc12
0	i	i	CCN(Cc1cccs1)C(=O)CN1CCN(S(=O)(=O)c2ccc3c(c2)OCCCO3)CC1
-3	i	i	COc1cc(OC)c2c(-c3cccc(-c4ccc(NC(C)=O)cc4)c3)cc(=O)oc2c1
0	i	i	CCN(C(=O)COC(=O)C1=COCCO1)c1c(N)n(Cc2ccccc2)c(=O)[nH]c1=O
-2	i	i	Cc1nc(N)nc(N(C)c2ccccc2)c1Br
3	i	i	O=c1[nH][nH]c(=O)c2c1[nH]c(=S)n2Cc1ccccc1
0	i	i	O=S(=O)(Nc1ccccc1)N1CCCCC1
-5	i	i	CCCn1c(N)c(C(=O)CN(C)CC(=O)Nc2cc(C)ccc2C)c(=O)[nH]c1=O
-1	i	i	Cc1cccn2c(=O)c3cc(C#N)c(=O)n(Cc4cccnc4)c3nc12
18	i	i	CCOC(=O)C1CCCN(C(=O)c2ccc(-c3ccccc3Cl)o2)C1 (stereo not given)
1	i	i	COc1ccccc1NC(=O)C(C)OC(=O)C(C)SCC(=O)Nc1ccc(C)cc1 (stereo not given)
-3	i	i	OC[C@@H]1[C@@H](c2ccccc2)C(c2ccc(F)cc2)=NN1c1ccccc1
9	i	i	CN(CC(=O)Nc1ccc(F)cc1)C(=O)CN1C(=O)NC2(CCCC2)C1=O
-2	i	i	C1CC(=NN=C2CCSCC2)CCS1
-8	i	i	CC1CCC2(CC1)NC(=O)N(CC(=O)Nc1cccc(C#N)c1)C2=O (stereo not given)
-5	i	i	CCN1C[C@@H]2[C@@H]3C(=O)N(Cc4ccccc4)C(=O)[C@@H]3[C@](Cc3ccccc3)(C1=O)N2C(=O)c1ccc(C(F)(F)F)cc1
1	i	i	Cc1ccc(OCCNC(=O)c2ccccc2OCc2c(C)noc2C)cc1
-2	i	i	COc1ccccc1NS(=O)(=O)c1cc(C(=O)N2CCCC2)ccc1F
-4	i	i	S=C1CC2CCCC(C2)N1 (stereo not given)
-10	i	i	COc1ccccc1NS(=O)(=O)c1ccc(C(=O)NCCCN2CCOCC2)cc1
6	i	i	O=C(NNC(=O)c1cc(-c2ccc(Br)cc2)nc2ccccc12)c1csc(N2CCOCC2)n1
12	i	i	CC(=O)Nc1cccc(NC(=O)c2sc3ncn(CC(=O)N4CCCCC4)c(=O)c3c2C)c1
1	i	i	CCOC(=O)C1CCC(=O)C1 (stereo not given)
6	i	i	CNc1ncnc2c1ncn2-c1ccccc1
-12	i	i	O=C(c1ccc(S(=O)(=O)Nc2ccccc2F)cc1)N1CCCC1
0	i	i	COc1ccccc1NC(=O)c1ccc2c(=O)n3c(nc2c1)CCC3
4	i	i	COC(=O)C=C1CCC2C3CC(F)C4(O)CC(=O)CCC4(C)C3C(=O)CC12C (stereo not given)
-5	i	i	COc1cc(NC(=S)NN2CCOCC2)cc(OC)c1
10	i	i	COc1cc(N(C)C)ccc1C=c1c2ccccc2n2c1cc(-c1ccccc1)[n+]2C
-6	i	i	O=C(NCCCOC(=O)c1ccccc1)c1ccccc1
4	i	i	N#Cc1ccc(CN2CCN(C(=O)CNC(=O)Cc3cccc4ccccc34)CC2)cc1
5	i	i	CCN(CC(=O)NCc1cccs1)C(=O)/C=C/c1cc(OC)c(OC)c(OC)c1
-28	i	i	CC1(C)CCC(=O)N2CC[C@H]3c4cc5ccccc5nc4C[C@@H]1[C@H]32
-5	i	i	O=C1CC[C@@H]2CC3(C[C@@H]4CCN1[C@H]24)Nc1ccccc1NC3=NC1CCCCC1 (stereo not given in full)
-4	i	i	COc1ccc(CCn2c(=N)c(C(=O)NCc3ccco3)cc3c(=O)n4ccccc4nc32)cc1OC
3	i	i	CC(=O)Nc1ccc(S(=O)(=O)NC(C)C(=O)NCC(c2ccco2)N(C)C)cc1 (stereo not given)
6	i	i	NC(=O)c1cc(Sc2ccccc2)nc2ccccc12
0	i	i	O=C1C(c2ccccc2)C2C=CC(C2)N1O (stereo not given)
2	i	i	COCCCN(C(=O)CSCC(=O)Nc1ccc(C)cc1)c1c(N)n(Cc2ccccc2)c(=O)[nH]c1=O
-3	i	i	O=C(CNC(=O)OCc1ccccc1)NC1(C(=O)O)CCCC1
-3	i	i	COc1ccc(C2CCCCCN2C(=O)C2CCN(S(=O)(=O)c3cccc(C(C)=O)c3)CC2)cc1 (stereo not given)
-2	i	i	CC(C)[C@H](NC(=O)OCc1ccccc1)C(=O)OCC(=O)N1C(C)CCCC1C (stereo not given in full)
19	i	i	Cc1cc(=O)[nH]c(NN=Cc2cc(Br)ccc2O)n1
-1	i	i	O=C(COC(=O)c1ccccc1OC(F)F)Nc1ccc(N2CCCCC2)cc1
3	i	i	O=c1c2ccccc2oc2cc(Br)ccc12
-4	i	i	CCN(CC)S(=O)(=O)c1ccc(N2CC(C(=O)NCCc3c[nH]c4ccccc34)CC2=O)cc1 (stereo not given)

The listing continues.
DYRK1A inh	ANO1 activ	KCNK3 block	compound
-6	i	i	CCOc1ccc(C2OCCC(C)O2)cc1OC (stereo not given)
-2	i	i	COc1ccccc1N(C)S(=O)(=O)c1ccc(C(=O)Nc2ccc(C)cc2C)cc1
8	i	i	O=C1NC(=O)C2(CCCCCC2)N1
-5	i	i	CNc1nc(NC)c2cn[nH]c2n1
6	i	i	CN(C)CCNC(=O)c1cccc2ccc(-c3ccc(-c4ccccc4)cc3)nc12
-4	i	i	O=C(C=Cc1cccc(Cl)c1)c1ccccc1
-3	i	i	NS(=O)(=O)c1ccc(CNC(=S)Nc2cc(S(=O)(=O)N3CCOCC3)ccc2Cl)cc1
-2	i	i	O=C(CNC(=O)c1ccc(Br)o1)NNC(=O)c1ccccc1
4	i	i	Cn1c(COc2ccccc2)nnc1SCC(=O)Nc1nnc(C2CC2)s1

Filtered by structure, those above containing bromine (twelve)
DYRK1A inh	ANO1 activ	KCNK3 block	compound
0	i	i	Cc1cc(Br)ccc1Nc1nc(N)nc(N)c1N=O
1	i	i	O=C(c1cccc(NS(=O)(=O)c2ccc(Br)cc2)c1)N1CCN(c2ccccc2O)CC1
2	i	i	O=C1OC(c2cc(Br)c(O)c(Br)c2)c2ccccc21 (stereo not given)
-2	i	i	O=C(NCCc1ccc2c(c1)OCCO2)c1cc(S(=O)(=O)N2CCCC2)ccc1Br
0	i	i	Cc1nc2c(Br)cc(Br)cc2c(=O)n1-c1ccccc1NC1OCC(O)C(O)C1O (stereo not given)
14	i	i	NC(=O)C1(Nc2ccc(Br)cc2)CCCC1
19	i	i	NC1=C(Br)C(=O)c2ncccc2C1=O
-2	i	i	Cc1nc(N)nc(N(C)c2ccccc2)c1Br
6	i	i	O=C(NNC(=O)c1cc(-c2ccc(Br)cc2)nc2ccccc12)c1csc(N2CCOCC2)n1
19	i	i	Cc1cc(=O)[nH]c(NN=Cc2cc(Br)ccc2O)n1
3	i	i	O=c1c2ccccc2oc2cc(Br)ccc12
-2	i	i	O=C(CNC(=O)c1ccc(Br)o1)NNC(=O)c1ccccc1
